# High-throughput results as filed in PubChem BioAssay.
# CCR6 antag: antagonists of human CCR6 receptor. CHO-K1 CCR6 PathHunter beta-arrestin, luminescence, CCL20-stimulated. inhibition, % at 20 µM. AID 493098. 0.49% of 340,000 active;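 active = compounds whose inhibition of the agonist-driven luminescence signal at 20 µM reaches about 50%, limit read from the data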;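 note: cells stimulated with CCL20 at 14 nM final; plate controls were DMSO with CCL20 for no effect and DMSO without agonist for full effect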
# Target sequence (P51684 whole entry, looked up): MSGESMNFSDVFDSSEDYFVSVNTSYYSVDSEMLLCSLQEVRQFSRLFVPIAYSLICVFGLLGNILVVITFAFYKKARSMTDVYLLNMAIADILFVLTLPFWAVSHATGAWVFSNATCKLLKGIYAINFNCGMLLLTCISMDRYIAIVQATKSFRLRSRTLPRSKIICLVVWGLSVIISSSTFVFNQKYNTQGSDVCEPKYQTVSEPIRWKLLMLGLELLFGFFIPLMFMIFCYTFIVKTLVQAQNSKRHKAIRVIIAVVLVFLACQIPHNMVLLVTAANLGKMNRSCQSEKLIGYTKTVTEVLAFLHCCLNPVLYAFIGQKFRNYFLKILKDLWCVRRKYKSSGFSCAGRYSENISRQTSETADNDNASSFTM
# EBI2 block: blocks human EBI2 receptor beta-arrestin signaling | AID 651636 | inhibition, % at 5 µM | 0.81% of 360,000 active | EBI2 beta-arrestin recruitment, luminescence, 7a,25-OHC stimulated; in the data active = inhibition above about 38%;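 note: enzyme fragment complementation signal reports receptor beta-arrestin coupling in cells; 0% = agonist plus DMSO wells and 100% = wells without agonist; some results beyond the cut were filed as inactive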
# tim23-1 inh: tim23-1 yeast growth inhibition | inhibition, % at 20 µM | AID 463212 | 1.3% of 330,000 active | S. cerevisiae tim23-1 growth, BacTiter-Glo luminescence, 24 h;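 active = growth inhibition of the mutant yeast at or above 50%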;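 note: temperature-sensitive mutant grown at 25 °C; plate controls were DMSO-treated mutant yeast for no effect and medium wells lacking yeast for full effect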
# UPR CHOP act: apoptotic UPR (CHOP) activation. CHO-CHOP luciferase reporter, luminescence; percent of tunicamycin response over DMSO baseline. activation, % at 10 µM. 0.34% of 330,000 active. AID 449763;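 active = at 10 µM dose, activation of 40% or more, normalized to positive control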;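 note: 100% = tunicamycin at 10 µg/mL and 0% = DMSO alone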
#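 Test system: CHO-CHOP cells, stable luciferase reporter of PERK-eIF2a-CHOP signalling | Quantity: 500 CHO-CHOP cells per well | Buffer or medium: F12 plus 10% serum | Compound dosing: 10 µM single point, 0.5% DMSO | Schedule: 6 h compound treatment, 37 °C | Signal: Luciferase luminescence | Control set: Tunicamycin high control, DMSO low control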
# Mdm2 MdmX PPI: inhibitors of human Mdm2/MdmX interaction; SaOS-2 split-luciferase Mdm2/MdmX complementation, luminescence; 3% of 330,000 active; inhibition, % at 8 µM; O15151+Q00987; AID 485346;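 active = inhibition of at least 50% at 8 µM in the primary screen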
# XBP1 UPR activ: adaptive UPR (XBP1) activation; CHO-XBP1 luciferase reporter, IRE1-XBP1 UPR activation, luminescence; percent of tunicamycin response, DMSO as zero; activation, % at 20 µM; 0.33% of 330,000 active; AID 463104;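 active = versus positive control, 20 µM dose yields 30% or more activation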;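 note: 100% = tunicamycin at 10 µg/mL and 0% = DMSO only wells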
#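 Assay system: CHO-XBP1 luciferase reporter cells; Schedule: 6 h treatment, 37 °C; Detection: glow luminescence from Steady-Glo reagent; Benchmarks: high control tunicamycin 10 µg/mL final, low control DMSO vehicle only.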
# APJ antagonist: antagonists of human APJ apelin receptor; P35414; CHO-K1 APJ beta-arrestin complementation, luminescence; inhibition, % at 20 µM; 0.32% of 330,000 active;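 active = inhibition above about 40% at 20 µM, limit read from the data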;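 note: cells challenged with 10 nM apelin-13 agonist together with compound; plate controls were apelin-13 plus DMSO wells for no effect and DMSO wells lacking apelin-13 for full effect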
# Target sequence (P35414 whole entry, looked up): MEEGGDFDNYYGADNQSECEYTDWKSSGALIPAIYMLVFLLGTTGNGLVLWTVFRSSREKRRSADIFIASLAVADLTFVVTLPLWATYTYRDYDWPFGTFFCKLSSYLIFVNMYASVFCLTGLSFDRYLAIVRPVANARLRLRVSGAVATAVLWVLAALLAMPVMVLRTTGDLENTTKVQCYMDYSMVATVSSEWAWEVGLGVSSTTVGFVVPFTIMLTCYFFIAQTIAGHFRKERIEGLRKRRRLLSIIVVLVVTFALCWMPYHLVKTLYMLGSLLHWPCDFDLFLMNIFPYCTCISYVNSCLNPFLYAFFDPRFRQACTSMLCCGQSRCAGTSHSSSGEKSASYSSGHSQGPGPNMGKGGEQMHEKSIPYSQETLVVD
# APJ ag: activates the human apelin receptor APJ; P35414; CHO-K1 APJ PathHunter beta-arrestin, luminescence; 0% DMSO wells, 100% apelin; activation, % at 20 µM; 0.11% of 330,000 active; AID 2520;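 active = activation more than six SD over the plate average, tested at 20 µM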;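 note: 0% = DMSO alone and 100% = apelin-13 at 10 nM; some results filed as inactive read as strong as hits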
#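 Assay system: CHO-K1 APJ beta-arrestin complementation cell line / Compound: single test compound dose, 20 µM final, 1% DMSO / Times: overnight seeding, 90 min compound at 25 °C, 1 h detection / Technique: beta-gal luminescence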
# CXCR6 block: CXCR6 (human) receptor inhibition; O00574; CHO-K1 PathHunter CXCR6 beta-arrestin, luminescence; inhibition, % at 20 µM; 0.36% of 360,000 active; AID 602244; in the data active = inhibition above about 34%, passing the limit was not always enough;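 note: antagonist mode with CXCL16 agonist at 10 nM final; 0% = 10 nM CXCL16 with DMSO and 100% = unstimulated wells without agonist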
# Target sequence (O00574 whole entry, looked up): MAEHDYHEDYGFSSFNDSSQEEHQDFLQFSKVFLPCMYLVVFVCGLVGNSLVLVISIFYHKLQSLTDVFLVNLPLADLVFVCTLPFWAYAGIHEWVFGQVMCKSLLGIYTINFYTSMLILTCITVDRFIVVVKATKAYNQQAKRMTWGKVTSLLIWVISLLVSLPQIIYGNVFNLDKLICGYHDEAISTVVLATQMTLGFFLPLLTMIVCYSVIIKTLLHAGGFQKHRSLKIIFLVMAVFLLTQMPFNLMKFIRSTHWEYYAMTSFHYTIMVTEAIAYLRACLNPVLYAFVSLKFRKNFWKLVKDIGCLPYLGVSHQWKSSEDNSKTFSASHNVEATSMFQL
# An asterisk follows results filed as active; · = no result given. This is a subset; rates above refer to the full screens.
SMILES,CCR6 antag,EBI2 block,tim23-1 inh,UPR CHOP act,Mdm2 MdmX PPI,XBP1 UPR activ,APJ antagonist,APJ ag,CXCR6 block
Cc1ccc(N2C(=O)C(Cl)=C(N3CCN(C)CC3)C2=O)c(C)c1,4,4,7,-1.1,26,-6,-10,-3,-6
CC1CCCCN1C(=O)COC(=O)C1CCN(S(=O)(=O)c2ccc(Cl)c(C(F)(F)F)c2)CC1 (stereo unspecified),6,-5,17,-1.5,28,-1,-18,-7,6
Cc1onc(-c2ccccc2)c1C(=O)N/N=C/c1cccs1,14,-2,5,1.4,5,-1,24,-3,4
CC1CCN(C(=O)CN(c2ccccc2)S(=O)(=O)N(C)C)CC1,1,-5,11,-0.5,1,-3,-1,1,0
O=C(Cc1ccc(F)cc1)N1CCN=C1SCc1cccc([N+](=O)[O-])c1,5,-3,7,-0.6,1,1,3,0,-2
Cc1c(C(=O)Nc2ccncc2)sc2nc(-c3ccc(F)cc3)cn12,-6,-2,4,5.5,67*,4,-6,10,-12
CCC1CCCCN1C(=O)CCn1c(=O)oc2ccccc21 (stereo unspecified),1,5,21,2.8,-8,-1,0,-1,3
CCOc1cc(-c2sc(Nc3ccccc3)n[n+]2C)ccc1OC,3,10,-8,-3.1,18,-1,4,-7,-7
O=C(COC(=O)c1cc(=O)[nH]c2ccccc12)NC1CCCCCCC1,1,-8,3,0.6,18,0,15,4,2
CCC(C)n1c(-c2cc(OC)c(OC)c(OC)c2)nc2nc3ccccc3nc21 (stereo unspecified),·,·,19,-1.2,-32,-3,-13,1,·
N#Cc1ccc(C23OCCN2CCn2c3c3ccccc3[n+]2[O-])cc1 (stereo unspecified),-5,-14,24,0.0,-8,-1,14,0,-5
COc1ccc(C(=O)N2CCc3[nH]nc(-c4ccccc4)c3C2)cc1,12,6,5,-1.2,30,-1,-14,-5,2
N#Cc1ccc(CN2C(=O)NC3(CCCCCC3)C2=O)cc1,10,-1,23,0.2,1,-4,-16,-1,-1
CC(=O)c1c(C)[nH]c(=S)c(C#N)c1-c1ccc(F)cc1,2,9,6,0.5,16,-3,-1,1,-2
COC(=O)C(C)N=Cc1ccccc1 (stereo unspecified),-8,-4,21,-0.4,9,1,0,-2,-8
CSc1scc2c1-c1nc(SCC(=O)C(C)(C)C)ncc1CC2,12,-10,21,-1.1,25,4,-5,1,4
COc1cc(C(=S)N2CCOCC2)ccc1O,-5,4,-11,-2.2,14,-3,16,-4,-1
CCOc1cccc(N2C(=O)CC(n3cnc4ccccc43)C2=O)c1 (stereo unspecified),-12,-2,15,1.0,0,-2,10,1,2
O=C(O)c1ccccc1-c1ccccc1C(=O)NCc1ccccc1Cl,1,0,-16,-0.4,-10,-4,-2,-2,6
O=C(/C=C/c1ccc(Cl)cc1)NC(=S)Nc1ccc(CN2CCOCC2)cc1,-8,24,4,0.5,-11,-2,-9,2,8
OC(C#CCN1CCOCC1)(c1ccccc1)C1CCCCC1 (stereo unspecified),-11,2,18,-1.1,25,-7,19,-2,-2
CCSc1nnc(-c2ccc(S(=O)(=O)N3CCOCC3)cc2)n1CC1CCCO1 (stereo unspecified),7,-20,3,-1.8,18,2,12,-2,-4
Cc1cc(C)c2[nH]c(=O)c(C(c3nnnn3CC3CCCO3)N3CCC(C)CC3)cc2c1 (stereo unspecified),0,-2,25,-1.7,-7,-3,3,1,0
CCOC(=O)C1CCCN(C(=O)c2ccc(S(=O)(=O)NCc3ccco3)cc2)C1 (stereo unspecified),7,8,2,-1.6,7,-1,2,0,4
O=C(Nc1ccc2oc(-c3ccccc3)nc2c1)c1ccncc1,-5,6,65*,5.7,8,6,-18,2,-9
COc1ccccc1Nc1ncnc2c1c(C)c(C)n2CCCN(C)C,8,-2,12,0.8,44,3,7,-3,8
O=C(COC(=O)c1ccc[n+]([O-])c1)Nc1c(Br)cc([N+](=O)[O-])cc1Br,·,·,3,-2.2,33,0,-14,3,·
O=C(NCCc1ccccn1)c1nc(Cn2cc(Br)cn2)no1,5,-4,3,0.6,3,-1,-9,1,-4
O=C1CCCC(O)=C1C(C#Cc1ccccc1)C1=C(O)CCCC1=O,-3,-6,30,-1.3,12,-1,-35,8,-10
O=C(CNC(=O)c1ccccc1)N/N=C/c1ccccc1Cl,-3,6,0,-0.7,10,-2,-8,-3,7
CC(=O)c1cc(-c2ccccc2)n(CCC(=O)NCc2cccs2)c1C,-5,3,10,-2.4,13,-2,-5,-5,-3
Cc1nc(SCC(=O)NC2CCS(=O)(=O)C2)c2c(C)c(C)sc2n1 (stereo unspecified),6,-3,6,-1.6,-31,-1,15,1,2
CC(=O)Nc1cccc(NC(=O)C(=O)NCC(c2ccco2)N2CCc3ccccc32)c1 (stereo unspecified),7,-7,8,1.7,12,-1,-46,3,-7
Cc1cc(C)n(-c2c(F)c(F)c(CN3CCCCC3)c(F)c2F)n1,5,-14,5,-0.1,1,1,-9,-5,6
CC1=C(C#N)C(=O)OC(C)(C)C1,1,-2,11,0.3,13,-5,12,-2,3
O=C(O)C(Cc1ccccc1)NS(=O)(=O)c1ccc2c(c1)OCCO2 (stereo unspecified),-6,0,7,0.2,11,-1,1,1,8
Cc1c(C(=O)O)nn(-c2ccccc2)c(=O)c1C#N,-4,-1,-5,0.1,-16,-2,5,7,4
O=C(CSc1ccccc1)Nc1ccc(Cl)c(S(=O)(=O)N2CCOCC2)c1,15,-3,11,-0.5,20,-1,1,5,-4
Cc1ccc(S(=O)(=O)N2CCN(C(=O)CCCN3C(=O)NC4(CCCC4)C3=O)CC2)cc1C,7,-4,-8,-0.8,10,-3,0,-1,-6
COc1cccc(Oc2cc(Cl)nc(N)n2)c1,5,3,2,1.3,10,-2,-21,2,-1
CC(NS(=O)(=O)c1cn(C)c(=O)n(C)c1=O)c1ccccc1 (stereo unspecified),13,-7,-8,-0.7,-4,-4,2,0,-2
Cc1ccc2nc(-c3ccc(N4C(=O)CC(N5CCN(CCO)CC5)C4=O)cc3)sc2c1 (stereo unspecified),30,-2,20,14,-51,1,29,7,-4
C=CCn1cnc2scc(-c3ccc(CC)cc3)c2c1=O,20,3,6,-2.1,35,-2,4,-1,8
O=C(NCc1cccs1)C(Cc1ccccc1)NS(=O)(=O)c1cccs1 (stereo unspecified),12,16,29,-1.0,8,-3,1,13,2
CN(Cc1nccn1C)C(=O)C1CCC(=O)N(Cc2cccc(C(F)(F)F)c2)C1 (stereo unspecified),3,6,9,0.5,25,-2,6,-2,-2

# Single records, from the list above. Order of values: CCR6 antag	EBI2 block	tim23-1 inh	UPR CHOP act	Mdm2 MdmX PPI	XBP1 UPR activ	APJ antagonist	APJ ag	CXCR6 block
# Record of N#Cc1ccc(C23OCCN2CCn2c3c3ccccc3[n+]2[O-])cc1 (stereo unspecified) : -5	-14	24	0.0	-8	-1	14	0	-5
# Record of CCOC(=O)C1CCCN(C(=O)c2ccc(S(=O)(=O)NCc3ccco3)cc2)C1 (stereo unspecified) : 7	8	2	-1.6	7	-1	2	0	4

# (more compounds)
SMILES,CCR6 antag,EBI2 block,tim23-1 inh,UPR CHOP act,Mdm2 MdmX PPI,XBP1 UPR activ,APJ antagonist,APJ ag,CXCR6 block
COc1ccc(C(=O)C2CCCN(Cc3cnc(N4CCOCC4)s3)C2)c(OC)c1 (stereo unspecified),3,6,3,-0.3,17,-3,6,-2,-11
CCOC(=O)c1cnc(SC)nc1NCCOC,7,-8,12,1.0,13,-3,-22,-1,3
COc1ccc(C2=NN(Cc3c(F)cccc3Cl)C(=O)CC2)cc1,10,13,23,-0.6,10,0,-14,-3,9
COC(=O)CCS(=O)(=O)c1nc(-c2ccccc2)cc(C(F)(F)F)n1,11,21,34,3.8,84*,-7,-9,-2,30
O=C(CSc1cccc[n+]1[O-])c1cc2ccccc2o1,19,7,35,0.9,-23,3,-11,-4,0
C#CCOCCOCCOCCNc1nc(N2CCOCC2)nc(N2CCN(C(=O)[C@H](CCCCN)n3cc(CN)nn3)CC2)n1,-6,-6,2,0.2,10,4,3,-2,6
[O-][n+]1ccccc1/C=C/c1ccccc1,5,-6,-14,0.6,-17,1,-21,-6,0
CCCS(=O)(=O)N1CCN(S(=O)(=O)c2ccc(F)cc2)CC1,-5,-11,9,-0.1,8,-1,-9,3,-8
O=C(Nc1ccc(Cc2ccncc2)cc1)c1ccc(S(=O)(=O)N2CCCC2)cc1,-9,1,8,-1.1,1,0,-21,3,-10
COC(=O)[C@H](Cc1ccccc1)NC(=O)Cn1cnc2c(OCc3ccccc3)ncnc21,-10,-6,26,-0.2,-22,1,-13,1,6
Cc1cccn2c(=O)c(C=NCCO)c(Nc3ccc(Cl)cc3)nc12,·,·,0,2.3,53*,11,6,1,·
Cc1cccc(C(=O)Oc2ccc3ccc(O)cc3c2)c1,-7,4,42,2.3,5,-3,12,0,-4
COc1ccc(C(=O)OCC(=O)c2c(N)n(C)c(=O)n(C)c2=O)cc1OC,10,-3,1,0.6,1,-2,17,-1,2
CCC(C)(C)C1CCc2[nH]nc(C(=O)NCCN3CCOCC3)c2C1 (stereo unspecified),7,5,8,-0.7,4,1,-3,10,-8
COc1ccc(Cl)cc1NC(=O)COC(=O)c1c(-c2ccccc2)noc1C,17,2,29,0.0,14,2,-4,-3,-4
CC1CC(=O)N(CC(=O)NCc2ccc(F)cc2)c2ccccc2S1(=O)=O (stereo unspecified),-7,-15,8,-0.4,19,-2,5,2,-3
O=C(COC(=O)COc1cccc2ccccc12)NCC(F)(F)F,-3,2,16,0.1,24,-3,-13,0,-4
CCOC(=O)NNC(=O)c1[nH]c2ccc(Br)cc2c1-c1ccccc1,13,8,30,0.9,1,-2,-1,-2,-1
COc1ccc(CCN(C)C2CCCN(S(=O)(=O)c3ccccc3)C2)cc1OC (stereo unspecified),19,-1,1,0.4,6,-2,8,-4,-17
CCCCC(=O)NC(=S)Nc1ccc(Cl)c(C(=O)O)c1,-6,-3,10,0.3,5,0,24,-2,11
CSc1nc(-c2ccccc2)nc(NC(=O)c2ccccc2)c1C(C)=O,13,4,32,2.7,-37,0,7,-1,-2
Cc1c2c(nc3nc4ccccc4n13)CC(C)(C)CC2=O,-11,-6,-1,-0.4,-24,-1,-5,0,1
CCN(CC)C(=O)Cn1cc(S(=O)(=O)CC(=O)Nc2ccccc2C)c2ccccc21,-8,-1,-8,1.5,11,-3,-6,-2,13
O=C(c1ccc(Cl)c(Cl)c1)c1cc(-c2ccccn2)c(N2CCOCC2)s1,17,65*,30,-0.8,5,1,-4,0,-1

# Of the compounds above, these have a nitro group on carbon.
SMILES,CCR6 antag,EBI2 block,tim23-1 inh,UPR CHOP act,Mdm2 MdmX PPI,XBP1 UPR activ,APJ antagonist,APJ ag,CXCR6 block
O=C(Cc1ccc(F)cc1)N1CCN=C1SCc1cccc([N+](=O)[O-])c1,5,-3,7,-0.6,1,1,3,0,-2
O=C(COC(=O)c1ccc[n+]([O-])c1)Nc1c(Br)cc([N+](=O)[O-])cc1Br,·,·,3,-2.2,33,0,-14,3,·
